High-throughput results as filed in PubChem BioAssay.
aSyn UTR inh – MLPCN primary screen, SNCA 5' untranslated region; alpha-synuclein 5'UTR reporter, inhibitor activity; inhibition, % (tested at 7.5 µM); AID 1813; actives 0.82% (n = 300,000); in the data active = inhibition above about 60%; inconclusive = no clear call, values can overlap the other calls;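 also: H4 neuroglioblastoma cells stably carrying SNCA 5'UTR luciferase fusion; 0% = DMSO wells and 100% = positive control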
GSK3 alpha inh – blocks human GSK-3 alpha kinase | actives 0.1% (n = 320,000) | ADP-Glo luminescence, 60 min | inhibition, % at 10 µM | P49840;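 in the data active = inhibition above about 50%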;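 also: GST-tagged GSK-3 alpha with peptide substrate and 25 µM ATP; 0% = DMSO neutral wells and 100% = GW8510 positive control wells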
Target sequence (P49840 whole entry, looked up): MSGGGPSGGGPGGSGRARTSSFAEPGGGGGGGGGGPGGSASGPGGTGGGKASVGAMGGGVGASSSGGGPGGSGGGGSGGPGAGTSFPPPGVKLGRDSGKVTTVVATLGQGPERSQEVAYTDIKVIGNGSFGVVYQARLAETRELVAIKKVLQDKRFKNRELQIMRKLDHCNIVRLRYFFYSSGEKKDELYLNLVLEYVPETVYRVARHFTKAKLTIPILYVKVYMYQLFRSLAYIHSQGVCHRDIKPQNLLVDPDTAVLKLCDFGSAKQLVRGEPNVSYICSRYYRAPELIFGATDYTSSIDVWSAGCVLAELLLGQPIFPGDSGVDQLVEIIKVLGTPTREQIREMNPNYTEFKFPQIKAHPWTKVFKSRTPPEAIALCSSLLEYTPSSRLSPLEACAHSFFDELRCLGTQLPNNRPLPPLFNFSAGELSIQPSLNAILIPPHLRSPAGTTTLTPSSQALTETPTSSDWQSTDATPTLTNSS
GSK3B inh – blocks human GSK3beta kinase activity; P49841; GST-GSK3beta kinase, ADP-Glo luminescence, 60 min; active compounds read low; activity score (negative = inhibition), % at 10 µM; actives 0.038% (n = 300,000);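 active = more than half of replicate wells score below -50%, meaning over 50% inhibition versus plate controls; inconclusive = some replicates but at most half score below -50%; inactive = no replicate scores below -50%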;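 also: 0% = median DMSO wells and -100% = median GW8510 positive control wells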
Target sequence (P49841 whole entry, looked up): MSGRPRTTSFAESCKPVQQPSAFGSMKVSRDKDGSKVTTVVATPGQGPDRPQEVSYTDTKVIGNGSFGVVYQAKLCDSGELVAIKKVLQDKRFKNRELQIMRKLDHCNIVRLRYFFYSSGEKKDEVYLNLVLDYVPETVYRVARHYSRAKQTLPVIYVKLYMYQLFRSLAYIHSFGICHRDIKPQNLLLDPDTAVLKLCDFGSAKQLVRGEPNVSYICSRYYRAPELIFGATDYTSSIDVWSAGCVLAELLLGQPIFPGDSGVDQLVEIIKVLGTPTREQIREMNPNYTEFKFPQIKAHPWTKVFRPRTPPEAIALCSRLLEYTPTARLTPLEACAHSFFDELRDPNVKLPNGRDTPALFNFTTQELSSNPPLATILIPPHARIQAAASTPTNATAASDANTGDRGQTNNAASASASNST
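Test system: GST-tagged human GSK3beta kinase, cell-free; evaluation: activity score scaled between in-plate DMSO and GW8510 controls; measured by: ADP-Glo luminescence; incubation: 60 min reaction, RT; benchmarks: DMSO and 20 µM GW8510; reagent: peptide substrate plus 25 µM ATP (final); medium: Tris/MgCl2 kinase buffer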
PolyA inhibitor – blocks polyadenylation in yeast reporter cells. S. cerevisiae SKY197-pL101 polyadenylation reporter, beta-gal luminescence; efflux-impaired pdr1/pdr3 knockout yeast; score 100 = 6 SD above DMSO. AID 1875. calls only at 12 µM. actives 0.02% (n = 300,000);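 active = lowest replicate activity score at least 50, where 100 means six control SD above control mean; inconclusive = lowest score under 50 but half or more replicates reach 50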;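 also: yeast exposed to compound for 9 h at 30 °C; higher score means more reporter readthrough which indicates perturbed polyadenylation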
AI-2 QS mod – Vibrio harveyi AI-2 quorum sensing modulation; Vibrio harveyi JMH597 AI-2 luminescence/OD600 ratio, 9 h; active compounds read low; strain lacks LuxN and CqsS sensors; 0 = neutral-control median; activity change, % at 7.5 µM; actives 0.4% (n = 300,000); AID 2094; in the data active = activity change below about -75%, passing the limit was not always enough; inconclusive = no clear call, values can overlap the other calls;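 also: luminescence divided by OD600 gain over 9 h not by final OD600 alone; inactives centre near 13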
HSF1 inhib – HSF1 inhibition; NIH3T3-HGL HSE-luciferase, MG132-induced, luminescence 8 h; active compounds read low; activity change, negative = inhibition, % at 7.5 µM (by protocol); actives 0.77% (n = 300,000); AID 2098;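 active = more than half of replicate wells show activity change below -50%, luminescence cut by over half; inconclusive = some wells, but at most half, below -50%; inactive = no replicate well below -50%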;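 also: luciferase reports HSF-1 transcriptional activity via heat shock element; 0% = median of DMSO wells and -100% = zero luminescence signal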
KLF5 inh – suppresses KLF5 promoter-driven expression; DLD-1 KLF5 promoter-luciferase reporter, luminescence; actives 0.23% (n = 290,000); inhibition, % at 5 µM;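 active = inhibition above a per-plate limit of that plate's mean compound inhibition plus 3 SD, cut at about 60% in these data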;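 also: 0% = DMSO wells and 100% = LY294002 at 200 µM; higher means less KLF5 promoter-driven luciferase light; inactives centre near -14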
HSP90 refold inh – HSP90 refolding inhibition in rabbit reticulocyte lysate; luciferase refolding luminescence, 3 h; inhibition, % at 5.6 µM; actives 0.91% (n = 290,000);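 active = inhibition above the screen-wide mean plus 3 SD, computed separately per campaign, cut at about 16% in these data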;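 also: 0% = DMSO wells and 100% = 60 µM geldanamycin wells; inhibitors lower the luminescence because luciferase stays unfolded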
HSF-1 act – increases HSF-1 driven luciferase reporter signal; AID 504408; actives 1.7% (n = 300,000); activation, % at 9 µM; NIH3T3-HGL HSF-1 luciferase reporter, MG132, 8 h; 100% = twice DMSO control signal;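 active = mean replicate activation of at least 50% with a set share of replicates each reaching 50%; inconclusive = only one of those two conditions met; inactive = mean below 50% and too few replicates reaching it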;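 also: 0% = median of the neutral control wells and 100% = twice that signal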
IEC-6 cytotox – kills IEC-6 intestinal cells in KLF5 counter-screen. IEC-6 cytotoxicity, luminescence viability. inhibition, % at 5 µM. actives 0.78% (n = 290,000); in the data active = inhibition above about 22%;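 also: 0% = plate median of test compound wells and 100% = cytotoxic reference compound wells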
* marks the source's active call; other numbers are inactive results; i = inactive; ? = inconclusive; · = no result given; & = joins results of further samples. An excerpt; the hit share may differ from the screen's.

SMILES | aSyn UTR inh | GSK3 alpha inh | GSK3B inh | PolyA inhibitor | AI-2 QS mod | HSF1 inhib | KLF5 inh | HSP90 refold inh | HSF-1 act | IEC-6 cytotox
O=C(c1cccc(Cl)c1)N1CCN(c2ncccn2)CC1 | 6 | 7 | 2 | i | 17 | -4 | -4 | 6 | -18 | 5
O=C(NCc1ccccc1Cl)C1CCCN(S(=O)(=O)c2cccc3nonc23)C1 (stereo unspecified) | 11 | -3 | · | i | · | -2 | 7 | 2 | -25 | 0
COc1ccc(CCNC(=O)CSc2nn(-c3ccccc3)c(=S)s2)cc1 | 9 | 0 | 3 | i | 17 | -2 | -10 | 3 | -9 | 0
N#CCCN(C(=O)COc1ccc(F)cc1Br)c1ccccc1F | 9 | -29 | 0 | i | 17 | 3 | 20 | 0 | 7 | -3
O=C(c1ccc(Cl)cc1[N+](=O)[O-])N1CCOCC1 | -4 | -1 | 0 | i | -5 | -6 | 1 | 2 | 14 | -10
CCOC(=O)C1CCN(C2CCN(Cc3nc(-c4ccccc4)no3)CC2)CC1 | 5 | -1 | 1 | i | 7 | -3 | -1 | -3 | 5 | 5
COC(=O)C(CC(=O)Nc1cc(C)ccc1C)Nc1ccccc1OC (stereo unspecified) | 10 | 2 | 0 | i | 10 | -7 | -4 | 3 | 1 | 6
Cc1ccnc(NS(=O)(=O)c2ccc(NC(=O)c3ccc(Br)o3)cc2)n1 | 11 | -2 | 3 | · | 33 | -3 | 8 | 0 | 0 | -2
COc1ccc(Cl)cc1C(=O)CSc1nnnn1C | 32 | 0 | 1 | i | 25 | 0 | -5 | 1 | -3 | 9
COCC(=O)N/N=C/c1c(C)[nH]n(-c2ccccc2)c1=O | 0 | 0 | -1 | i | 7 | 5 | -29 | 4 | 7 | -3
CCC(Oc1ccccc1)C(=O)N1CCN(CC)CC1 (stereo unspecified) | -3 | -1 | -2 | i | 24 | 1 | 12 | 3 | 5 | 0
O=C(COC(=O)c1ccccc1F)Nc1cccnc1Cl | 29 | 0 | -3 | i | 9 | -9 | -28 | 1 | 2 | -4
CC1(C)NC(=O)N(CC(=O)N2CCCC(C(F)(F)F)C2)C1=O (stereo unspecified) | 2 | -2 | -1 | i | 14 | 1 | · | · | -8 | ·
CCc1cc(CNC(=O)CC2C(=O)NCCN2Cc2c(F)cccc2Cl)on1 (stereo unspecified) | 29 | 1 | 3 | i | 8 | 1 | -13 | 1 | -9 | 0
COc1ccc(-c2nnsc2N2C(=O)c3ccccc3C2=O)cc1 | -10 | 1 | 2 | i | 21 | -3 | -18 | 1 | -1 | 0
O=C(NCc1ccc(F)cc1)c1noc2c1CCCCC2 | -23 | · | -3 | i | -13 | 7 | -38 | 0 | 15 | 0
O=C(COc1ccccc1Cl)Nc1ccc(N2CCCC2)cc1 | -46 | -2 | 0 | i | 1 | 12 | -17 | 6 | 16 | 1
COC(=O)c1sc(-c2cccs2)cc1NC(=O)/C=C/C(=O)O | -10 | -3 | 3 | i | 2 | 11 | -53 | 1 | 5 | -5
CCCn1c(CCC(=O)O)ccc1-c1ccc(OC)cc1 | -1 | -7 | 2 | i | 9 | -11 | -28 | 2 | -7 | -4
CCOC(=O)CSc1nc(-c2ccncc2)ccc1C#N | -138 | -3 | -2 | i | 16 | 30 | -173 | -5 | 64* | 1
Cc1c(S(=O)(=O)N2CCCC(C(=O)O)C2)cnn1C (stereo unspecified) | -8 | -3 | 0 | i | 13 | -4 | 9 | -4 | -2 | 0
CCOc1ccc(NC(=S)NN(C)C(=S)Nc2ccc(OCC)cc2)cc1 | -26 | -1 | -6 | i | 24 | -15 | -5 | 1 | -2 | -1
CC(C)CN(C(=O)COC(=O)Cc1ccc(Cl)cc1)c1c(N)n(Cc2ccccc2)c(=O)[nH]c1=O | 5 | -2 | 4 | i | 22 | -1 | · | · | -7 | ·
COCCCNC(=O)/C(C#N)=c1\s/c(=C\c2ccccc2OC(F)F)c(=O)n1CCCOC | -4 | -1 | 1 | i | 16 | 1 | -23 | -4 | 11 | -3
O=C(NNc1ccccc1)Nc1ccccc1F | -2 | -2 | -2 | i | 9 | 1 | -25 | 1 | -1 | 1
CC(C)CC(=O)Nc1sc2c(c1C#N)CC(C)(C)NC2(C)C | 18 | -1 | -4 | i | 5 | -13 | -33 | -2 | -3 | -6
CN(c1ccc(C(=O)N2CCOCC2)cc1)S(=O)(=O)c1ccc(Cl)cc1 | 7 | -1 | 0 | i | 11 | -14 | -31 | -5 | -25 | -7
CCn1c(=NC(=O)CS(=O)(=O)c2ccc(C)cc2)sc2cccc(OC)c21 | 1 | 1 | 3 | i | 31 | 6 | · | · | 2 | ·
COc1ccc(-c2[nH]ncc2CN2CCC(OCc3cccnc3)CC2)c(F)c1 | -2 | -3 | -7 | i | 4 | -8 | -16 | 0 | -2 | 9
CCC1(C)Cc2ccccc2/C(=C/C(=O)N2CCCCC2)N1 (stereo unspecified) | 19 | 1 | 3 | i | 24 | 3 | -20 | 2 | -8 | 3
CN(C)C(CNC(=O)Cc1cccc(C(F)(F)F)c1)c1ccco1 (stereo unspecified) | 9 | 0 | 6 | i | 26 | 6 | -7 | 3 | 10 | 2
Cc1ccc(NNC(=O)c2ccno2)cc1C | 3 | -3 | 1 | i | 53 | -2 | -5 | -6 | 8 | -2
CNC(=S)NC1(C)CCS(=O)(=O)C1 (stereo unspecified) | -7 | -2 | 2 | i | 16 | 3 | 3 | 1 | -16 | -2
CCC/C=N/Nc1nc2ccccc2s1 | -244 | · | -4 | i | 10 | 15 | -157 | 20* | ? | 2
O=c1[nH]nc(-c2ccc(F)cc2)cc1Cc1ccccc1 | 24 | 1 | -2 | i | 4 | 2 | -14 | -1 | -1 | -6
CCS(=O)(=O)c1nnnn1-c1ccccc1S(C)(=O)=O | -174 | 0 | 3 | i | 3 | -8 | -16 | -2 | 6 | 2
CC(C)(C)c1ccc(OCCNCc2ccccc2)cc1 | -9 | 4 | 2 | i | 26 | 8 | -30 | -5 | 6 | 8
CCOc1ccc2nc(SCc3ccccc3C#N)sc2c1 | -220 | -10 | 2 | i | 26 | 68 | -65 | -1 | 115* | 2
O=C(Nc1ccnc(-c2ccncc2)n1)C1CC1 | -25 | 1 | 2 | i | 21 | -3 | -10 | 6 | -3 | 8
CCc1cc2c(=O)c(-c3nc(C)cs3)coc2cc1OC(C)C(=O)NCCO (stereo unspecified) | 1 | 0 | 2 | i | 24 | -21 | -24 | 2 | -32 | 4
Cn1c(CNc2ccc(Cl)cc2)nc2ccccc21 | -176 | 3 | 0 | i | 29 | 11 | -107 | 6 | 15 | 8
O=C(Nc1cccc(-c2ccc(F)cc2)c1)C1CCCN(Cc2cccnc2)C1 (stereo unspecified) | 19 | 4 | 2 | · | 4 | 2 | 1 | 0 | -7 | 2
COc1ccc(CNC(=O)CSc2nc3ccc(N)cc3s2)cc1 | -10 | -1 | -1 | i | 8 | -11 | -53 | 4 | -29 | -6
O=C(NCC1CCCO1)c1ccc(COc2ccc(Br)cc2)cc1 (stereo unspecified) | 32 | 6 | 4 | i | 13 | -4 | -25 | 1 | -8 | -2
COCCCNC(=O)/C(C#N)=C/c1c(N2CCN(c3ccccc3)CC2)nc2ccccn2c1=O | -29 | 0 | 2 | i | 3 | -1 | -35 | 5 | 34 | 2
Cc1nnc(NC(=O)C(C)Sc2nnc(-c3ccco3)n2C(C)C)s1 (stereo unspecified) | 3 | -2 | 4 | i | 15 | -6 | 0 | -1 | -12 | 2
CCOc1ccccc1NC(=O)COC(=O)c1cc(C(=O)OC)cc([N+](=O)[O-])c1 | 7 | 2 | 1 | i | 13 | -8 | -49 | -4 | -5 | 1
COc1cc(/C=C2\SC(=S)N(CCC(=O)Nc3ccccc3O)C2=O)cc(OC)c1OC | 2 | 1 | -2 | i | 13 | 12 | -3 | 3 | ? | 8
CCOC(=O)c1c(-c2ccccc2)oc2ccc(OCC(=O)O)cc12 | -20 | -4 | 9 | i | 0 | -1 | -4 | -3 | 20 | 0
O=C(Nc1ccc(Cl)cc1)Nc1nnc(SCc2ccc(Cl)cc2)s1 | -19 | 4 | -1 | i | 21 | -13 | 16 | 2 | -2 | 1
Cc1ccc(/C=C/c2nnc(-c3cccc(C)c3)o2)cc1 | -35 | -5 | 1 | i | 14 | 16 | -19 | 2 | 26 | 0
OCCN(CCO)CC(O)COc1ccc(Br)cc1 (stereo unspecified) | 7&-28 | -1&-1 | -4&-1 | i | 21&7 | 1&0 | -15&-11 | 1&2 | 2&-10 | -6&-7
Cc1cccc(C(C)C)c1NC(=O)COC(=O)c1cccc(S(=O)(=O)N2CCc3ccccc3C2)c1 | 7 | -2 | -4 | i | 25 | 17 | -29 | -3 | 56* | -4
Cc1n(CC(O)COCc2ccccc2)c2ccccc2[n+]1C (stereo unspecified) | 11 | 1 | 1 | i | 11 | 9 | 2 | 4 | 46 | 6
CCC(C)NC(=O)CO/N=C/c1ccccc1OC(F)F (stereo unspecified) | 24 | -2 | -1 | i | 16 | 4 | -24 | 2 | 29 | -2
O=C(O)CCN1C(=O)c2ccc(NC(=O)c3ccco3)cc2C1=O | · | 0 | 1 | i | 9 | · | -12 | 5 | · | 6
O=C(O)c1ccc(COc2ccccc2/C=C2\NC(=O)N(Cc3ccc(F)cc3)C2=O)cc1 | 13 | 0 | 0 | i | 4 | 8 | 4 | 1 | 14 | 4
CCOC(=O)C1CCCCN1Cc1cc(Cl)ccc1O (stereo unspecified) | 17 | -3 | 1 | i | 19 | 8 | -35 | -1 | 9 | -3
CCCCNC(=S)N(C)N=C1CCC(c2ccccc2)CC1 (stereo unspecified) | 15 | 1 | -3 | i | 5 | 4 | -13 | 2 | 18 | 5
CC(C)c1cc(NCc2ccccn2)n2c(nc3ccccc32)c1C#N | 43 | 0 | -3 | i | -2 | 3 | -16 | 1 | 6 | 4
CS(=O)(=O)N1CCN(c2ccccc2F)CC1 | -18 | -4 | 3 | i | 11 | 1 | 3 | 1 | -7 | 4
Clc1ccc2[nH]c(-c3ccccc3)cc2c1 | · | 1 | 3 | i | 1 | · | -66 | 3 | · | 7
Cc1cccc(NC2=NCC(=O)N2CCc2ccccc2)c1 | -19 | 0 | 5 | i | -9 | 0 | 11 | 4 | 3 | -9
